XIAP displacement = small molecules displacing peptide from XIAP – biochemical, IAP family, fluorescence polarization (AID 1018); XIAP BIR domain, fluorescence polarization peptide displacement; higher % means a stronger effect; one-dose displacement, % at 20 µM; IC50 in µM for titrated hits; 0.007% of 200,000 active; in the data active = displacement above about 50%; note: a part of the inactive calls stands beside numbers as strong as those of hits
PMI inhibitors = inhibitors of human PMI, primary screen, biochemical, fluorescence intensity, coupled assay (AID 1209). purified PMI enzyme, coupled fluorescence intensity; higher % means a stronger effect. inhibition, % at 20 µM, or IC50 in µM where a hit was titrated. 0.42% of 190,000 active;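 note: plate controls were DMSO vehicle for no effect and wells lacking substrate for full effect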
TNAP activation fold = stimulation of alkaline phosphatase TNAP activity – biochemical, luminescent, no phosphate acceptor, uHTS, primary screen (AID 1001). purified TNAP, luminescent activation assay, no phosphate acceptor; higher activation fold means a stronger effect. activation fold at 20 µM, or EC50 in µM where a hit was titrated. 0.03% of 200,000 active; in the data active = activation fold from about 3, or a potency from the dose series; inactive = the rest, 99 in 100 with activation fold below about 1.6; note: many of its hits are not listed in these tables
CSM14.1 death rescue = protection against thapsigargin-triggered cell killing – 384-well, CSM14.1, ATP luminescence, primary screen (AID 1222) | CSM14.1 thapsigargin-induced death rescue, ATP luminescence; higher % means a stronger effect | 190,000 tested, under 10 active | cellular ATP content (survival), % at 20 µM; hits with a dose series show EC50 in µM;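 active = EC50 below 50 µM in the dose-response confirmation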;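 note: death triggered by thapsigargin at about 15 µM added after 2 h compound pretreatment; cell ATP read after overnight thapsigargin exposure of roughly 18 to 22 hours; normalized against plate controls of thapsigargin alone and 5% DMSO vehicle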
M1AAP inhibition = malaria alanyl aminopeptidase activity blockers – biochemical, fluorogenic H-Leu-NHMec substrate, 1536-well (AID 1445) | inhibition, % at 30 µM, or IC50 in µM where a hit was titrated | recombinant M1AAP, H-Leu-NHMec fluorogenic kinetic assay; higher % means a stronger effect | 0.42% of 220,000 active;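 active = primary inhibition above the hit cutoff, then over 50% inhibition at one or more dose response concentrations, cut at about 23% in these data, passing the limit was not always enough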;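 note: plate controls were DMSO full reaction for no effect and no enzyme background for full effect; strong numbers were not always called active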
P. falciparum M17LAP = P. falciparum M17LAP inhibitors, primary screen, biochemical, fluorogenic H-Leu-NHMec substrate, 1536-well (AID 1619). recombinant M17LAP, H-Leu-NHMec fluorogenic kinetic assay; higher % means a stronger effect. inhibition, % at 30 µM, or IC50 in µM where a hit was titrated. 0.38% of 220,000 active;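 active = compound inhibiting the enzyme by more than half at any dose during confirmatory dose-response retesting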;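 note: plate controls were full reaction with DMSO carrier for no effect and no enzyme background for full effect; strong numbers were not always called active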
Myeloid diff 2 = myeloid differentiation induction; ER-HoxA9 myeloid progenitors, lysozyme-GFP differentiation, flow cytometry; calls only at 10 µM; 1% of 360,000 active; AID 624256;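 active = normalized GFP-positive differentiation at or above the plate's own cutoff, the solvent-only control mean plus 3 SD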;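 note: cells exposed to compound for four days before flow analysis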
PMI inhibition = human PMI inhibitors, high substrate, primary screen, biochemical, fluorescence intensity, high mannose 6-phosphate (AID 1220). inhibition, % at 20 µM; hits with a dose series show IC50 in µM. 0.66% of 190,000 active. recombinant PMI enzyme, coupled fluorescence intensity; higher % means a stronger effect
LYP inhibition = inhibitors of LYP phosphatase, biochemical, fluorescence intensity, uHTS (AID 1779); 0.054% of 290,000 active; recombinant LYP phosphatase, fluorescence intensity; higher % means a stronger effect; inhibition, % at 11.5 µM; hits with a dose series show IC50 in µM;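 note: plate controls were vehicle with enzyme for no effect and no enzyme for full effect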
Myeloid diff 2 GFP+ MAC1+ % = second read-out of Myeloid diff 2, no call of its own (marks repeat the call); GFP+ MAC1+ double positive, %; measured here: differentiation confirmed by MAC1 staining
Starred values were filed as active, the others as inactive; i = inactive; . = not tested or not shown; + = active, no number. Cut-off read from the data, not from the text of the source, unless noted: active = inhibition above about 50%; inactive = the rest.

Below each compound: TNAP activation fold | P. falciparum M17LAP | CSM14.1 death rescue | LYP inhibition | Myeloid diff 2 | PMI inhibition | PMI inhibitors | XIAP displacement | Myeloid diff 2 GFP+ MAC1+ % | M1AAP inhibition
> CC(C)(C)c1ccc(OCC(=O)N/N=C/C2CC=CCC2)cc1 (stereo not drawn)
→ 1.1 | 0% | -3.2% | -2% | i | 6% | 5% | -8.0% | 1.4 | -2%
> CC(=O)OCC(=O)[C@@]1(O)CC[C@H]2[C@@H]3CCC4=CC(=O)C=C[C@]4(C)[C@H]3[C@@H](O)C[C@@]21C
→ 1.1 | -11% | -1.0% | -4% | i | 5% | 3% | -2.6% | 20 | 0%
> O=[N+]([O-])c1cccc2ncccc12
→ . | -5% | . | -1% | i | . | . | . | 0.4 | 1%
> CCCCOc1ccc(Cl)cc1CSc1nncn1N
→ 1.1 | -1% | . | 3% | i | 0% | 5% | -0.6% | 0.7 | 6%
> NCCNc1ccc([N+](=O)[O-])c(Sc2nc3ccccc3[nH]2)c1
→ 0.9 | 14% | -1.5% | -3% | i | 10% | 9% | -1.2% | 0.3 | 10%
> COc1cccc(CNC(=O)CCC2CCCN(C(=O)c3ccc(OC)c(F)c3)C2)c1 (stereo not drawn)
→ 1 | 2% | 0.1% | -10% | i | 14% | 4% | -11% | 0.9 | 2%
> C/C(=N\O)c1ccc2c3ccccc3n(C)c2c1
→ 1.1 | 9% | -0.1% | -2% | i | 8% | 6% | -2.3% | 0.7 | -2%
> O=C(O)c1ccccc1/C=N/Nc1ccc(S(=O)(=O)N2CCOCC2)cc1[N+](=O)[O-]
→ . | 37% | . | 3% | i | . | . | . | 0.7 | 9%
> Cc1c(Cl)cccc1NC(=O)CC1SC(=NCC2CCCO2)NC1=O (stereo not drawn)
→ 1.6 | 9% | -3.6% | -8% | i | -4% | 4% | -6.3% | 0.4 | -3%
> Cc1[nH]n(-c2ccc([N+](=O)[O-])cc2)c(=O)c1C=NCCc1c(C)[nH]c2ccccc12
→ 1 | -2% | 12% | 0% | i | -64% | -22% | -8.1% | 0.4 | 5%
> Cc1cccc(C(=O)Nc2ccc(C(=O)/C=C/c3cccnc3)cc2)c1
→ 1.2 | -4% | -0.2% | -3% | . | -11% | 7% | -1.8% | . | 6%
> CC(C)(C)NC(=O)COC(=O)c1ccc(Cl)cc1O
→ 1.1 | 5% | -0.6% | -5% | i | 4% | -6% | -4.1% | 0.4 | 2%
> COc1cc(NC(=O)c2c3c(nc4ccccc24)CCC3)cc(OC)c1
→ 1.1 | 0% | -1.0% | -11% | i | -7% | -7% | -1.5% | 0.7 | 5%
> CCOC(=O)c1c(NC(=O)CC2SC(=NC)N(C)C2=O)sc(C)c1C (stereo not drawn)
→ 1 | 0% | 1.5% | -4% | i | 18% | 17% | -10% | 0.8 | -5%
> CN(C)S(=O)(=O)n1ccnc1
→ 1.1 | 3% | -1.2% | -2% | i | -8% | -3% | -5.2% | 7.9 | 8%
> CC1CCN(S(=O)(=O)Cc2ccccc2Cl)CC1
→ 1 | -1% | -1.9% | 2% | i | 57%* | -2% | -3.5% | 0.4 | 0%
> COc1ccc(-n2c(=O)c3ccccc3n(CC(=O)NC3CCCC3)c2=O)cc1
→ 1.1 | 4% | -3.3% | 2% | i | 14% | 17% | -2.5% | 0.6 | 6%
> CCCCCc1nc2c(=O)[nH]c3ccccc3c2o1
→ 1.2 | -3% | -1.2% | -5% | i | 2% | 102%* | -4.4% | 0.7 | -2%
> Cc1ccc(NS(=O)(=O)c2ccc3c(c2)c(=O)n(C)c(=O)n3C)cc1F
→ 1.1 | 4% | -1.4% | -12% | i | -11% | -8% | -7.5% | 3.0 | 7%
> COC(C(=O)Nc1cccc(F)c1)c1ccccc1 (stereo not drawn)
→ 1.1 | 10% | -0.9% | -5% | + | 11% | 6% | -1.9% | 1.9* | 1%
> COC(=O)C(CC(=O)c1ccc(Cl)cc1)c1ccc(C)cc1 (stereo not drawn)
→ 1.1 | 4% | 2.5% | 2% | i | 15% | 14% | -1.9% | 1.1 | -2%
> FC(F)(F)c1ccnc(N2CCN(Cc3cnc(-c4ccccc4)[nH]3)CC2)c1
→ . | -2% | . | -5% | i | . | . | . | 0.2 | 5%
> CCN(CC)C(=O)c1ccc2nc3ccccc3nc2c1
→ 1.1 | 22% | -2.5% | -4% | i | -120% | -64% | -17% | 0.3 | 6%
> COC(=O)c1ccc(CSc2nc3ccccc3[nH]2)o1
→ 1.1 | 8% | -0.8% | -8% | i | 1% | 1% | 3.2% | 3.0 | 1%
> Cc1ccc(N=CC2=C(O)CC(C)(C)CC2=O)nc1
→ 1.1 | 31% | -1.8% | 6% | i | -8% | -8% | 0.0% | 1.0 | 1%
> COc1ccc(C2(CNC(=O)/C=C/c3ccco3)CCCC2)cc1OC
→ 1 | 5% | 0.6% | -4% | i | 7% | 7% | -5.4% | 0.7 | 10%
> C/C(=N\NC(=O)c1cccs1)c1ccc2c(c1)OCO2
→ 1 | 2% | -0.6% | -1% | i | 12% | -6% | -4.9% | 0.2 | -5%
> CCOC(=O)c1ccc(NC(=S)N(CCCN(CC)CC)Cc2ccco2)cc1
→ 1.2 | 10% | -0.3% | 1% | i | 0% | 6% | -2.7% | 1.2 | 1%
> CC(C)(C)C(=O)Nc1sc2c(c1C#N)CCCCC2
→ 1.1 | -1% | -1.7% | -7% | i | -6% | -14% | -5.5% | 0.3 | -8%
> COc1ccccc1NC(=O)N(Cc1ccccc1)c1ccccn1
→ 1.2 | 8% | -0.2% | -4% | i | 9% | 17% | -1.1% | 1.0 | 0%

3 compounds out of the list above, ordered by the number in PMI inhibition, ascending:
SMILES | PMI inhibition
Cc1c(Cl)cccc1NC(=O)CC1SC(=NCC2CCCO2)NC1=O (stereo not drawn) | -4%
CC(=O)OCC(=O)[C@@]1(O)CC[C@H]2[C@@H]3CCC4=CC(=O)C=C[C@]4(C)[C@H]3[C@@H](O)C[C@@]21C | 5%
NCCNc1ccc([N+](=O)[O-])c(Sc2nc3ccccc3[nH]2)c1 | 10%

Further entries
Below each compound: TNAP activation fold | P. falciparum M17LAP | CSM14.1 death rescue | LYP inhibition | Myeloid diff 2 | PMI inhibition | PMI inhibitors | XIAP displacement | Myeloid diff 2 GFP+ MAC1+ % | M1AAP inhibition
> CCc1cccc(C)c1NC(=O)COC(=O)c1c2c(nc3ccccc13)/C(=C\c1cccs1)CCC2
→ 1.1 | -3% | -1.3% | 8% | i | 3% | -4% | -6.7% | 0.9 | 5%
> CCOc1ccc(C(=O)Nc2cc(C)ccn2)cc1
→ 1.1 | 13% | -4.4% | -4% | i | -16% | -16% | -0.9% | 0.1 | 2%
> CCOc1cc(C2C3=C(CCCC3=O)Nc3nc(C(=O)OC)nn32)ccc1OC (stereo not drawn)
→ 1.1 | 7% | 0.1% | 0% | i | 5% | 5% | -0.9% | 0.9 | 9%
> CC1Cc2cc(-c3csc(NC(=O)Cc4ccccc4)n3)ccc2N1S(C)(=O)=O (stereo not drawn)
→ 1.3 | -4% | 3.3% | -4% | + | 4% | 2% | -4.3% | 28* | -3%
> CCCCOc1ccc(CSCCN=C(N)N)cc1
→ 1 | -13% | -3.6% | -7% | i | 9% | 11% | -18% | 0.1 | -3%
> C#CCn1c(C)cc(C)c(S(=O)(=O)c2ccccc2)c1=O
→ 1.1 | 3% | -0.4% | -6% | i | 8% | 12% | -2.4% | 0.1 | 0%
> O=C(CCSCc1ccccc1F)NCc1cccs1
→ 1.1 | 2% | 0.9% | -9% | i | 3% | 1% | -5.1% | 0.6 | -1%
> O=[N+]([O-])c1ccc(F)c(N=Cc2ccc(Br)s2)c1
→ 0.9 | 4% | -2.8% | 9% | i | -1% | 6% | -5.0% | 0.1 | 1%
> CC(C)c1ccc(NC(=O)C2CCCCC2C(=O)O)cc1 (stereo not drawn)
→ 1.1 | 3.5µM* | . | 4% | i | 11% | 12% | -0.7% | 0.5 | -5%
> CCCCC(=O)NCCc1ccc(S(N)(=O)=O)cc1
→ 1.1 | 16% | -4.3% | 1% | i | -2% | 2% | -6.2% | 0.7 | 9%
> Cc1cc(C)n(C(=O)CCC(=O)Nc2ccc(C)c(C)c2)n1
→ 1.1 | 1% | -2.9% | -7% | i | 3% | 1% | -4.7% | 0.7 | -1%
> CC1=C(C(N)=O)C(c2cccc(O)c2)n2nc(CCCO)nc2N1 (stereo not drawn)
→ 1.1 | -9% | -0.3% | -10% | i | 5% | 2% | -3.5% | 1.5 | -4%
> O=C(O)CSC(=S)N1CCCC1
→ . | -12% | . | -7% | i | . | . | . | 0.2 | 6%
> CCc1c(C)nc2[nH]nc(NC(=O)C(F)(F)F)n2c1=O
→ 1 | 4% | -2.1% | -6% | i | 8% | 4% | -0.8% | 1.5 | -5%
> CC(OC(=O)c1oc2ccccc2c1COc1ccccc1)C(N)=O (stereo not drawn)
→ 0.9 | -6% | 1.8% | -2% | i | -11% | -9% | -6.5% | 0.6 | 0%
> CCc1ccc(N2CC34C=CC(O3)C(C(=O)OC(C)C)C4C2=O)cc1 (stereo not drawn)
→ 1.1 | 16% | -1.7% | -8% | i | 5% | 1% | 3.8% | 1.2 | -1%
> Cc1ccc(/C=C/C(=O)Nn2cnnc2)cc1
→ 1 | 1% | -1.8% | -8% | i | 0% | -5% | -6.6% | 0.5 | -3%

Sorted by count of non-hydrogen atoms (ascending): part of the list above.
Below each compound: TNAP activation fold | P. falciparum M17LAP | CSM14.1 death rescue | LYP inhibition | Myeloid diff 2 | PMI inhibition | PMI inhibitors | XIAP displacement | Myeloid diff 2 GFP+ MAC1+ % | M1AAP inhibition
> O=[N+]([O-])c1cccc2ncccc12
→ . | -5% | . | -1% | i | . | . | . | 0.4 | 1%
> CCCCC(=O)NCCc1ccc(S(N)(=O)=O)cc1
→ 1.1 | 16% | -4.3% | 1% | i | -2% | 2% | -6.2% | 0.7 | 9%
> COc1ccccc1NC(=O)N(Cc1ccccc1)c1ccccn1
→ 1.2 | 8% | -0.2% | -4% | i | 9% | 17% | -1.1% | 1.0 | 0%
> COc1cc(NC(=O)c2c3c(nc4ccccc24)CCC3)cc(OC)c1
→ 1.1 | 0% | -1.0% | -11% | i | -7% | -7% | -1.5% | 0.7 | 5%
> O=C(O)c1ccccc1/C=N/Nc1ccc(S(=O)(=O)N2CCOCC2)cc1[N+](=O)[O-]
→ . | 37% | . | 3% | i | . | . | . | 0.7 | 9%
